a7 integrin act: activators of alpha7 integrin expression for muscular dystrophy; alpha7betagal myoblasts, beta-gal FDG fluorescence, 48 h; Potency, µM (highest dose often 38.3 µM), inactives show at the highest dose activation, hits mostly activators; 0.064% of 350,000 active; AID 624291;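 also: potency is read from the fitted curve at half-maximal effect; 100% = response of the positive control SU9516; nearly all actives have a fitted effect of over 60% in size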
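alpha7betagal+/- myoblasts (passage 13, 250/well) treated 48 h at 37C with compounds at 1:260 dilution of DMSO stock. Lysed, then beta-galactosidase activity read as FDG fluorescence (ex 480/em 540) after 30 min, with pre-read for autofluorescence.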
Mito fusion act: mitochondrial division inhibition or fusion activation; S. cerevisiae fusion-defective mutant growth rescue, CellTiterGlo 48 h; Potency, µM (top dose mostly 46.1 µM), inactives show top-dose growth rescue (activation), usual class: activators; AID 485298; 0.23% of 320,000 active;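 also: potency is read from the fitted curve at half-maximal effect; % of control where 0% means no effect; nearly all actives have a fitted effect of over 45% in size; temperature-sensitive fusion mutants such as fzo1-1 at 37 °C on non-fermentable ethanol glycerol medium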
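Temperature-sensitive fusion-defective S. cerevisiae (e.g. fzo1-1, mgm1-5) were grown with compound in YPEG medium (3% ethanol, 3% glycerol) for 48 hours at 37C. Growth rescue was measured as viability by CellTiterGlo luminescence after 10 minutes at ambient.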
TSHR antag: human thyrotropin receptor antagonism; P16473; TSHR-expressing cells, TSH-stimulated cAMP HTRF, 2 h; hits give low values; activity change, negative = inhibition, % at 11.5 µM; 0.2% of 330,000 active; AID 504810;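 active = activity change below a set negative limit, meaning inhibition stronger than a set level, cut at about -70% in these data; inconclusive = activity change between two set negative limits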; also: % is scaled to controls: 0 for no effect and ±100 for the full control effect
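TSHR-expressing cells were treated with compounds, then stimulated with TSH at EC80 (4nM final) for 2 hours at 37 deg C. Cellular cAMP was measured by HTRF competition between lysate cAMP and cAMP-d2 for a cryptate-labelled anti-cAMP antibody.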
ASM inhibitor: inhibitors of human secretory acid sphingomyelinase. P17405. placental ASM, HMU-PC fluorogenic substrate, 60 min. Potency, µM (series often up to 57.5 µM), inactives show top-dose activity change, negative = inhibition, most hits filed as inhibitors. 0.006% of 340,000 active. AID 504937; also: potency is read from the fitted curve at half-maximal effect
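Fluorogenic HMU-PC substrate (9 uM final) is turned over by placental ASM in 60 min at 37 C after a 10 min compound preincubation. Reaction ended by alkaline stop (pH 10), with fluorescence read at 386/447 nm.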
PTAP TSG101 blk: blocks PTAP/TSG101 interaction to inhibit HIV-1 budding | Q99816 | Fluorescence polarization, FITC-PTAP peptide / Tsg101 binding | Potency, µM (highest dose often 115 µM), inactives show top-dose activity change, negative = inhibition, usual class: inhibitors | 340,000 tested, under 10 active | AID 493005; active = well fitted inhibition curve with a large enough effect in the main read-out, with a control signal flat, not every such curve was filed as active; inconclusive = small, poorly fitted or top-dose-only effect, or effect the other way, or a change in a side signal; inactive = no such curve, though single readings can be large or run the other way; also: potency is read from the fitted curve at half-maximal effect; % of control where 0% means no effect
Target sequence (Q99816 whole entry, looked up): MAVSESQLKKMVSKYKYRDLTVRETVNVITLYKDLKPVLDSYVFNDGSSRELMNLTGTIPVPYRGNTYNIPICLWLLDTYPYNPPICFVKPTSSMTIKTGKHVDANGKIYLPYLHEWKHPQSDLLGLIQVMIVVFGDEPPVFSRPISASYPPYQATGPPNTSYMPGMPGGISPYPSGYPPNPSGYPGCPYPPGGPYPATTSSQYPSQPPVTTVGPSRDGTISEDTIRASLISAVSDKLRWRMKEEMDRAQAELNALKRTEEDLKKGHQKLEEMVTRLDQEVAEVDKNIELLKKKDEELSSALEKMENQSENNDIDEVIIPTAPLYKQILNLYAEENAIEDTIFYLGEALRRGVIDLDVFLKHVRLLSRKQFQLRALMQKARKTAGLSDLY
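Tsg101 binding domain (10 uM final) was mixed with compound and a FITC-labeled PTAP peptide (50 nM final) in HEPES pH 7.5 buffer with NaCl, Tween 20, EDTA and TCEP; fluorescence polarization was read after 20 min at r.t.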
Menin MLL FP TR: menin-MLL binding inhibition, Texas Red mutant peptide; 0.23% of 270,000 active; Menin + Texas Red MLL mutant peptide, fluorescence polarization; O00255; Potency, µM (titrated, usually from 61.6 µM), for inactives: top-dose FP activity change, negative = inhibition, actives largely listed as inhibitors; active = well fitted inhibition curve with a large enough effect in the polarisation, with a control signal flat, not every such curve was filed as active; inconclusive = small, poorly fitted or top-dose-only effect, or effect the other way, or a change in a side signal; inactive = no such curve, though single readings can be large or run the other way; the % refers to the polarisation; also: potency is read from the fitted curve at half-maximal effect; % of control where 0% means no effect; many of its hits are not listed in these tables
Target sequence (O00255 whole entry, looked up): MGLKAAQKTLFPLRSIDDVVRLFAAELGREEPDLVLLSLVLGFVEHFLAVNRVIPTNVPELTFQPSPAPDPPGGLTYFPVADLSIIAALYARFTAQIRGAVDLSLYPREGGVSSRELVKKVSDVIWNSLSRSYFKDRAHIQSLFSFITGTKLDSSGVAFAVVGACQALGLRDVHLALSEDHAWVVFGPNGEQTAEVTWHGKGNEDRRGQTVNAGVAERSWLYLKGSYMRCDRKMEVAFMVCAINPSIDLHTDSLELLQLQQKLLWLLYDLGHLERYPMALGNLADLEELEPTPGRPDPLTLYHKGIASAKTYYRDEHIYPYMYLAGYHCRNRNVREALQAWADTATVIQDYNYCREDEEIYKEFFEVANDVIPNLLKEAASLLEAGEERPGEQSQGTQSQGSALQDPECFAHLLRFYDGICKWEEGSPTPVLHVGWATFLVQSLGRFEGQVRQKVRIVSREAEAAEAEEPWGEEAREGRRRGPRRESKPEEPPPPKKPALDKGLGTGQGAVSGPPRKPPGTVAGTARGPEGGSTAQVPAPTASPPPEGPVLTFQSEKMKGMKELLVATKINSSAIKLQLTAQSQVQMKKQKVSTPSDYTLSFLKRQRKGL
TCR activator: activators of T cell receptors; primary human leukocytes, anti-CD3, IL-2 HTRF, 48 h; Potency, µM (doses to about 9.22 µM), for the others: at the top dose activation of IL-2 secretion, usual class: activators; 330,000 tested, under 10 active; also: % of control where 0% means no effect
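Readout: HTRF IL-2, Eu-cryptate/d2 antibody pair, 320nm excitation, 665nm emission. Stimulus: a-CD3 beads, no co-stimulation. Cells: primary human leukocytes. Exposure: 48 hr with compound.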
A-T KAP1 phos: potential ataxia-telangiectasia treatment; […] A-T fibroblasts, KAP-1 phosphorylation AlphaLISA; neocarzinostatin DNA damage 30 min before lysis; Potency, µM (doses to about 57.5 µM), without a hit: at the highest dose activation, actives largely listed as activators; 0.19% of 320,000 active; also: potency is read from the fitted curve at half-maximal effect; % of control where 0% means no effect; nearly all actives have a fitted effect of over 45% in size
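hTERT-immortalized A-T patient fibroblasts ([…]), 500 cells/well in OPTI-MEM, 1% FBS, got compounds for 60 min, then NCS for 30 min at 37C. Lysates were then assayed for phospho-KAP-1 by AlphaLISA (anti-pKAP1 donor, anti-KAP1 acceptor beads), 6 hr at 25C.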
MLL CXXC-DNA inh: blocks binding of human MLL CXXC domain to DNA; Q03164; 0.037% of 290,000 active; Potency, µM (titrated, usually from 115 µM), for the others: at the highest dose activity change, negative = inhibition, usual class: inhibitors; MLL-CXXC / FITC-HOXA9 DNA fluorescence polarization; AID 2662; active = well fitted inhibition curve with a large enough effect in the polarisation, with a control signal flat, not every such curve was filed as active; inconclusive = small, poorly fitted or top-dose-only effect, or effect the other way, or a change in a side signal; inactive = no such curve, though single readings can be large or run the other way; the % refers to the polarisation; also: potency is read from the fitted curve at half-maximal effect
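Purified MLL-CXXC (added from a 7 uM solution) was preincubated 5 min at ambient with pinned compounds in 50 mM Tris-HCl pH 7.5, 50 mM NaCl, 1 mM DTT, 0.05% BSA. Fluorescein-labeled HOX-A9 DNA (50 nM solution) followed, 30 min, then polarization read.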
MBNL1-CUG inh: blocks human MBNL1 binding to CUG repeat RNA; AID 2675; 0.036% of 280,000 active; Q9NR56; TR-FRET MBNL1-His/biotin-(CUG)12 binding, 665/545 ratio; Potency, µM (highest dose often 57.5 µM), inactives show at the highest dose activity change, negative = inhibition, usual class: inhibitors; active = well fitted inhibition curve with a large enough effect in the signal ratio, with a control signal flat, not every such curve was filed as active; inconclusive = small, poorly fitted or top-dose-only effect, or effect the other way, or a change in a side signal; inactive = no such curve, though single readings can be large or run the other way; the % refers to the signal ratio; also: potency is read from the fitted curve at half-maximal effect; % is scaled to controls: 0 for no effect and ±100 for the full control effect
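Inhibition of protein-RNA binding appears as loss of TR-FRET between terbium anti-His antibody on MBNL1-His and streptavidin-XL665 on biotin-(CUG)12. Activity is normalized to buffer-only and uninhibited-complex controls.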
* hit, by the source's call; ? = inconclusive; · = no result given; [ ] = another dose, or the depositor's remark. Unless noted, calls follow the shape of the dose curve; as a rule, active = well fitted curve in the direction sought with a large enough effect; inconclusive = small, poorly fitted or top-dose-only effect, or another doubt; inactive = no such curve, though single readings can be large; an effect the other way counts as inactive or inconclusive.

SMILES	a7 integrin act	Mito fusion act	TSHR antag	ASM inhibitor	PTAP TSG101 blk	Menin MLL FP TR	TCR activator	A-T KAP1 phos	MLL CXXC-DNA inh	MBNL1-CUG inh
COc1cccc(Oc2c(C)oc3c(CN4CCCC4)c(O)ccc3c2=O)c1	24%	0%	0	256%[activator]	0%	·	-9%	-9%	7%	0%
c1cncc(CSc2nnc3ccc(-c4cccs4)nn23)c1	-8%	14%	9	1%	-11%	?	2%	3%	8%	?
CCCCOc1ccc(S(=O)(=O)Nc2cc(OC)ccc2OC)cc1	-43%	-16%	·	-7%	-12%	1%	1%	·	-1%	-13%
O=C(CCCn1c(SCC(=O)c2ccc(F)cc2)nc2ccccc2c1=O)NCc1ccccc1	-20%	3%	-13	-5%	-6%	-2%	5%	-2%	4%	-1%
COc1ccc(Cl)cc1NC(=O)CN(C)C(C)C(=O)NC(=O)NC1CCCCC1 (stereo not drawn)	-2%	?	-12	-1%	-1%	·	-3%	-4%	·	·
Cc1cc([N+](=O)[O-])nn1CCCC(=O)Nc1cc(Cl)ccc1Cl	9%	3%	0	-4%	-6%	10%	-4%	3%	2%	9%
O=C(COC(=O)c1ccc(C(F)(F)F)cc1)Nc1cccc(S(=O)(=O)N2CCCCC2)c1	-25%	1%	-6	?	-2%	·	-2%	1%	·	·
OC(COc1ccc(F)cc1)CN1CCN(c2ccccc2F)CC1 (stereo not drawn)	26%	-8%	0	-2%	-4%	-17%	-26%	3%	5%	-1%
COC1(OC)N=C(N)C2(C#N)C(c3ccc(F)cc3)C12C#N (stereo not drawn)	2%	-9%	3	0%	0%	-14%	3%	1%	5%	-5%
c1ccc(-n2cnc3cc(NCc4ccncc4)ccc32)cc1	-11%	10%	3	0%	1%	?	0%	·	-2%	1%
O=C(NCCC(=O)N1CCOCCOCCOCCOCC1)OCc1ccccc1	?	-5%	-10	1%	-6%	·	4%	-2%	-4%	-7%
Cc1cc(S(=O)(=O)Nc2cccc(C(=O)O)c2)c(C)c(S(=O)(=O)c2ccc(Cl)cc2)c1	4%	-7%	-13	9%	-3%	?	-3%	2%	-3%	-1%
O=C(NCc1cccnc1)c1cc(Sc2cccc(Cl)c2)nc2ccccc12	-32%	15%	-1	-1%	-1%	20%	-9%[46.1 µM]	4%	-4%	9%
COc1cc(C(=O)N2CCN(CC(O)COc3ccccc3)CC2)cc(OC)c1OC (stereo not drawn)	6%	·	·	-3%	1%	·	-2%	·	·	·
CCCc1nn2c(=O)cc(CSCC(=O)Nc3cccc(C)c3)nc2s1	27%	-8%	-2	5%	-3%	·	-5%	6%	3%	-9%
CCN(CC)S(=O)(=O)c1cc(NC(=O)CCNC(=O)c2ccco2)ccc1C	19%	-23%	-3	8%	-1%	0%	4%	-1%	8%	-9%
NNC(=S)NCc1ccccc1	3%	-4%	-3	6%	-6%	·	-2%	0%	4%	-18%
C#CCOCCOCCOCCNc1nc(N2CCN(C(=O)[C@H](CCC(=O)O)n3cc(C(N)Cc4ccc(O)cc4)nn3)CC2)nc(N2CCN(C(=O)[C@H](CCC(=O)O)n3cc(C(N)[C@H](C)CC)nn3)CC2)n1 (stereo partly drawn)	-10%	-3%	0	1%	·	-4%	-6%	-4%	-17%	-27%
O=C(N/N=C/c1ccccn1)C12CC3CC(CC(C3)C1)C2	14%	3%	-6	4%	1%	-7%	-1%[46.1 µM]	-2%	13%	1%
CC1(C)CC(=O)c2cnc(NC(=O)C3CCCC3)nc2C1	10%	12%	-9	4%	-6%	-4%	4%	5%	11%	-10%
O=C(NC(=S)Nc1nc2c(s1)CCCC2)c1ccc(C(=O)c2ccccc2)cc1	33%	-6%	-8	-2%	-4%	-1%	2%[46.1 µM]	-4%	-10%	·
CC(=O)c1ccc(NC(=O)C(NC(=O)c2ccccc2)=C(C)C)cc1	14%	26%	8	0%	-8%	5%	2%	-2%	-5%	·
Cc1n[nH]c(=S)n(NC(=O)CC(=O)Nn2c(=S)[nH]nc(C)c2=O)c1=O	22%	10%	-6	4%	0%	-2%	-19%	2%	-5%	6%
COc1ccc(OC)c(C(=O)COC(=O)CNC(=O)C2CCCCC2)c1	-5%	-1%	11	5%	-7%	-2%	2%	-3%	32%[activator]	?
C=CCNC(=O)NC(=O)COC(=O)CC(NC(N)=O)c1ccc(Cl)cc1 (stereo not drawn)	?	-8%	-2	1%	-11%	8%	-9%[46.1 µM]	-12%	9%	-11%
N#CC1=C(S)N=C(N)C(c2nc(-c3ccccc3)cs2)C12CCCC2 (stereo not drawn)	-8%	7%	-7	2%	-6%	8%	-10%	1%	-2%	9%
CCC(NS(=O)(=O)c1ccc2c(c1)Cc1cc(S(=O)(=O)NC(CC)C(=O)O)ccc1-2)C(=O)O (stereo not drawn)	0%	0%	16	7%	-2%	6%	1%	-4%	-11%	-14%
CCC(C)(C)NC(=O)C(c1ccc(OC)cc1)N(C(=O)CCC(=O)Nc1cc(C)on1)c1ccc(F)cc1 (stereo not drawn)	1%	4%	-11	-1%	-2%	-25%	1%	2%	14%	-6%
CCOC(=O)c1cc2c(ccn2C)n1CC(=O)N1CCC(C)CC1	-3%	3%	32	-12%	-6%	0%	-10%	-12%	21%	2%
CCCn1c(N)c(C(=O)CSc2nnc(N)s2)c(=O)[nH]c1=O	21%	-2%	-3	0%	0%	·	·	5%	·	·
NC(=O)C1CCN(CC(=O)NC(=O)NC2CCCC2)CC1	-6%	-5%	6	7%	1%	-13%	0%	4%	-5%	-6%
COc1ccc(OCCOC(=O)C(C)NS(=O)(=O)c2ccc(NC(C)=O)cc2)cc1 (stereo not drawn)	-37%[inhibitor]	2%	-22	4%	1%	·	0%	-12%	·	·
Cc1cc(C)n2nc(C(=O)OCC(=O)c3ccccc3Cl)nc2n1	-8%	1%	-4	3%	0%	·	-1%	-2%	·	·
COc1ccc(S(=O)(=O)N2Cc3ccccc3CC2C(=O)Nc2ccc(O)cc2)cc1OC (stereo not drawn)	-11%	-2%	-3	-3%	-2%	14%	-3%	7%	-4%	10%
COc1cc(C2c3cc4c(cc3OC(N3CCCC3)C2C)OCO4)cc(OC)c1O (stereo not drawn)	6%	·	·	0%	1%	·	-8%	·	·	·
S=C(Nc1ccccc1)N1CCCCC1	-15%	-5%	25	2%	-5%	16%	-1%	-6%	-3%	0%
CC(CN1CCOCC1)OC(=O)c1ccc(C(C)(C)C)cc1 (stereo not drawn)	-11%	7%	2	6%	-3%	?	2%	9%	3%	-16%
COc1ccc(CC(=O)N2CC(C)CC(C)C2)cc1OC (stereo not drawn)	3%	-3%	3	3%	-2%	0%	-1%	-1%	8%	-2%
O=C(c1ccc(CS(=O)(=O)c2ccc(Br)cc2)o1)N1CCN(c2ccccn2)CC1	1%	-3%	3	-3%	5%	-4%	-1%	·	-3%	6%
Cc1ccc(C(=O)Nc2ccc3c(c2)OCO3)cc1S(=O)(=O)N1CCOCC1	18%	0%	-1	0%	-1%	·	7%	3%	10%	4%
CC(=O)c1ccccc1NC(=O)COC(=O)CSCC(=O)Nc1cc(C)on1	14%	-1%	-6	2%	-6%	·	-11%	6%	·	·
CCOC(=O)CSc1ccc2nnc(CCNS(=O)(=O)c3ccccc3)n2n1	?	-5%	-8	3%	-5%	-8%	1%	-1%	12%	-4%
CC(=O)NC(Cc1c[nH]c2ccccc12)C(=O)OCC(=O)N1CCCCCC1 (stereo not drawn)	?	1%	7	0%	-1%	2%	-8%	-2%	-4%	-4%
CC(C)CCN1CCN(Cc2cccc3nonc23)CC1CCO (stereo not drawn)	13%	1%	0	2%	1%	-4%	3%	1%[11.5 µM]	2%	?
CCOC(=O)c1sc(=S)n(C)c1NC(=O)c1ccccc1	25%	-4%	-14	4%	-1%	8%	2%[46.1 µM]	0%	5%	29%
O=C(CSC1=Nc2ccccc2C2=NC(CC(=O)NCc3ccco3)C(=O)N12)NCC1CCCO1 (stereo not drawn)	-7%	1%	6	37%[activator]	-12%	6%	5%	-11%	-14%	-3%
CCN(CC)c1ccc(N=Cc2ccc([N+](=O)[O-])o2)cc1	-40%	-7%	-14	7%	-2%	?	22%[46.1 µM]	1%	-7%	?
CC(C)Oc1ccc(C(CC(=O)N(C)CCC#N)c2ccc(F)cc2)cc1 (stereo not drawn)	-2%	1%	1	0%	-5%	-1%	-2%[46.1 µM]	-3%	-1%	·

A portion of the library, so the mix of outcomes need not match the whole.
